CRFR2-BP antag: CRF-BP/CRF-R2 complex antagonism | HEK293 CRF-R2/CRF-BP, CRF-induced calcium fluorescence | inhibition, % at 11.8 µM | hit rate 0.59% among 350,000;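 active = inhibition of the ligand-induced calcium signal above about 50% at the single tested concentration, limit read from the data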
CRFBP-R2 agonist: CRF-BP/CRF-R2 complex agonism; HEK293 CRF-R2/CRF-BP, calcium dye fluorescence (FLIPR); percent of saturating CRF peptide response; activation, % at 13.2 µM; hit rate 0.46% among 350,000;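 active = activation of at least 50%, plus an integration ratio under a set limit after plate pattern correction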;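 also: plate controls were neutral control wells without compound for no effect and CRF at EC100 for full effect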
GalR3 antagonist: antagonists of human GalR3; O60755; HEK293 GalR3-CNG cAMP membrane potential fluorescence; galR3 body fused to GalR1 C-terminus; inhibition, % at 3 µM; hit rate 0.44% among 360,000; AID 651719;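 active = inhibition above the screen-wide average plus 3 SD, cut at about 13% in these data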;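 also: forskolin and galanin both at EC90 stimulate the cells; cAMP rise reported by CNG channel membrane potential dye signal; 0% = forskolin plus galanin with DMSO and 100% = forskolin alone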
Target sequence (O60755 1-299 limits assumed): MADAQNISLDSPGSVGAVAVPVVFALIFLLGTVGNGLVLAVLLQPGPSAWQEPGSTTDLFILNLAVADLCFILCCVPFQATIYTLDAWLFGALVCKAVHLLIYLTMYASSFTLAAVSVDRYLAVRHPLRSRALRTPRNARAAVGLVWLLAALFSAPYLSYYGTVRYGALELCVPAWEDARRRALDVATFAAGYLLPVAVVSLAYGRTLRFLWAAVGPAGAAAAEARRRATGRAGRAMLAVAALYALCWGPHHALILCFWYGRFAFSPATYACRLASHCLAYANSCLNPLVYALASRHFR
Numbers without * were called inactive. The list is partial; rates above refer to the full screens.

CRFR2-BP antag | CRFBP-R2 agonist | GalR3 antagonist | mol
-5 | 2.4 | -2 | C#CCOCCOCCOCCNc1nc(N2CCN(C(=O)C([C@@H](C)O)n3cc([C@@H](N)CCCCN)nn3)CC2)nc(N2CCN(C(=O)[C@H](CCCCN)n3cc([C@@H](N)CC(N)=O)nn3)CC2)n1 (some centres undefined)
-2 | -1.3 | -3 | N#Cc1ccccc1S(=O)(=O)N1CCN(C(=O)Cc2n[nH]c(=O)c3ccccc23)CC1
14 | 14 | -3 | Cc1ccc(S(=O)(=O)NCc2ccccc2)cc1C(=O)NCC(=O)Nc1c(C)cccc1C
34 | -0.8 | -1 | CC(=O)c1ccc(S(=O)(=O)NC2CC(=O)N(c3cccc(F)c3)C2)cc1 (centres undefined)
3 | 0.5 | -3 | CNC(=O)C[C@@H]1C(=O)N(C2CCCCC2)CC1(C)C
50* | -4.7 | -7 | COc1ccc(NC(=O)Nc2ccc(O)c3ccccc23)cc1
1 | -1.8 | -6 | Cc1ccccc1NC(=O)Cc1nc(COC(=O)c2nc(Cl)ccc2Cl)cs1
-9 | -0.7 | -6 | Cn1c(=O)c2[nH]c(CCCCCc3nc4ccccc4[nH]3)nc2n(C)c1=O
1 | 0.7 | -7 | CC(=O)c1sc(NC(=O)c2oc3ccc(F)cc3c2C)nc1C
1 | 0.0 | -6 | COCCN(CC(=O)Nc1cccc(S(=O)(=O)N2CCCC2)c1)Cc1nc2ccccc2c(=O)[nH]1
-12 | 3.3 | -5 | Cc1cccc(C(=O)OCC(=O)N2CCC(c3ccccc3)=N2)c1O
21 | 0.6 | 4 | CCN(CC)C(=O)[C@H]1CC(CC(=O)NCc2ccc(OC)c(OC)c2)C(=O)N2CCc3c([nH]c4ccc(OC)cc34)[C@]12C (some centres undefined)
-3 | -6.3 | -4 | COc1cc2sc3cc(NCCCN4CCOCC4)ccc3c(=O)c2cc1OC
-7 | 2.6 | -3 | CCC[C@H]1CN(c2ccc(Br)cc2)C(=O)[C@@H]1CC(=O)Nc1ccccc1
9 | -2.7 | -5 | CC[C@@H]1C(=O)[C@H](Cc2ccccc2)[C@H]2CCCC(=O)N3CC[C@@H]1[C@@H]23
-4 | 0.5 | -5 | CC(=O)c1cccc(N2C(=O)CC(N3CCN(S(=O)(=O)c4ccc(Cl)cc4)CC3)C2=O)c1 (centres undefined)
-2 | 2.5 | -2 | CC(C)N(C(=O)COC(=O)c1cccc(S(=O)(=O)N2CC3(C)CC2CC(C)(C)C3)c1)C(C)C (centres undefined)
-3 | -0.8 | -1 | CCOC(=O)N1CCN(C(=O)c2ccccc2SCC(=O)NCC2CCCCC2)CC1
26 | -2.2 | -5 | CCCc1nnc(NS(=O)(=O)c2ccc(C)cc2)o1
1 | -0.2 | 0 | CC(OC(=O)CNC(=O)c1ccco1)C(=O)Nc1ccc(Cl)cn1 (centres undefined)
9 | 7.3 | -4 | Cc1csc(CNc2ncnc3ccc(-c4ccccc4Cl)cc23)c1
-18 | 4.8 | -9 | CCN1C(=O)[C@H]2[C@@H](c3ccc(C)cc3)N3C(=O)N(c4cccc(Br)c4)C(=O)[C@@]3(C)[C@H]2C1=O
-5 | 0.6 | -3 | COCCCN(C(=O)C(C)Oc1ccc(Br)cc1)c1c(N)n(Cc2ccccc2)c(=O)[nH]c1=O (centres undefined)
6 | -1.2 | -5 | CC1CC(C)CN(C(=O)c2cc3ccccc3o2)C1 (centres undefined)
3 | 0.7 | -2 | COc1cc(CCC(=O)OCC(=O)N(CC(C)C)C2CCS(=O)(=O)C2)cc(OC)c1OC (centres undefined)
13 | 0.1 | -1 | COc1ccc(C(=O)N2CCc3ccccc32)cc1S(=O)(=O)N1CCOCC1
10 | -0.2 | 3 | Cc1ccc(NC(=O)C2CCN(c3ncnc4sc(C)c(C)c34)CC2)cc1S(=O)(=O)N(C)C
6 | 0.0 | -5 | CCOC(=O)[C@H]1[C@H]2COc3ccc(C)cc3[C@@H]2N2C(=O)CN(CC3CCCO3)C(=O)[C@@]12C (some centres undefined)
4 | 0.5 | -3 | Cc1c(C(=O)OCC(=O)NCc2ccccc2)oc2ccccc12
7 | -1.5 | -7 | CCCC(=O)Nc1ccc(C(=O)COC(=O)C2CC2C)cc1 (centres undefined)
-1 | -1.4 | -5 | COc1cc(/C=C/CNC[C@H]2O[C@@H](n3ccc(=O)[nH]c3=O)[C@H](O)[C@@H]2O)ccc1O
13 | 0.4 | -2 | Nc1ccc(C(=O)Nc2ccc(Nc3ccncc3)cc2)c([N+](=O)[O-])c1
5 | -4.1 | -5 | CCOC(=O)Nc1ccc2c(c1)C(=NO)c1ccccc1-2
1 | 0.1 | -5 | Cc1nc2ccc(Cl)cc2[nH]1
-7 | 0.2 | -8 | COc1ccc(N2CCN(C(=O)COC(=O)[C@@H](NC(=O)OCc3ccccc3)C(C)C)CC2)cc1
21 | -1.2 | -6 | CN1CCC(N(C)C(=O)c2ccc(Cl)c(S(=O)(=O)Nc3cc(Cl)ccc3Cl)c2)CC1
14 | 0.6 | -4 | Cc1n[nH]c(=O)c2c(NC(=O)CSc3nnnn3-c3ccc(O)cc3)oc(C)c12
15 | -1.4 | -2 | COc1ccc2c(c1)CCO[C@]21O[C@H](CCO)C[C@H](O)[C@H]1O
-10 | -2.6 | -4 | CCN1C(=O)[C@@H]2[C@@H](c3ccc(-c4ccc(F)cc4)cc3)N3CCC[C@@]3(C(=O)OC)[C@@H]2C1=O
-17 | 1.4 | -3 | Nc1nc(Cl)nc2c1ncn2C1OCC(O)C(O)C1O (centres undefined)
12 | -2.0 | -3 | CCOc1ccccc1OCCC(=O)OCC(=O)Nc1c(C)cc(C)cc1C
2 | -4.7 | -2 | NC(=O)c1ncn([C@@H]2O[C@H](CNCc3cccc4c3sc3ccccc34)[C@@H](O)[C@H]2O)n1
6 | 1.5 | -4 | C#CC(=O)CCC1CCCN1C(=O)OC(C)(C)C (centres undefined)
4 | -0.9 | -2 | CN(C)CCN(Cc1ccco1)c1ccccn1
-1 | 0.1 | -8 | O=C(Nc1ccc(Cl)cc1Cl)c1ccc2c(c1)OCCO2
-2 | 1.5 | -5 | COc1ccc(OC)c(NC(=O)CN2C(=O)C(C)N(c3ccc(C)cc3)C2=O)c1 (centres undefined)
4 | -0.1 | -5 | C[C@H](CO)N1C[C@H](C)[C@H](CN(C)Cc2cccc(F)c2)Oc2ncc(Br)cc2C1=O
-29 | 12 | -2 | CCOc1ccc(S(=O)(=O)Nc2cccc(C(=O)NCC(c3ccccc3)N(C)C)c2)cc1 (centres undefined)
-29 | 2.6 | -1 | Cc1c(NC(=O)CCc2ccc(S(=O)(=O)N3CCOCC3)cc2)c(=O)n(-c2ccccc2)n1C
1 | 0.0 | -5 | CC1CN(S(=O)(=O)c2cccc(C(=O)OCC(=O)NCc3ccccc3)c2)CC(C)O1 (centres undefined)
18 | -3.0 | -5 | O=C(O)c1ccccc1C=NN1CCCCCC1
-4 | -0.9 | -4 | C[C@@H](C(=O)NNC(=O)c1ccc(Cl)cc1)N1C(=O)C2CC=CCC2C1=O (some centres undefined)
-1 | -1.0 | -6 | CCc1noc(C)c1C(=O)Nc1cc(Cl)ccc1N1CCCC1
-5 | -1.0 | -5 | CC1CCCCC1NC(=O)COc1ncnc2sccc12 (centres undefined)
-3 | -0.1 | -5 | COc1cc(CCC(=O)Nc2cc(S(=O)(=O)N3CCOCC3)ccc2OC(C)C)cc(OC)c1OC
-8 | -2.4 | -1 | NC(=S)NN=Cc1nccc2ccccc12
-5 | -1.4 | -3 | Cc1cc(C(=O)COC(=O)c2ccc(Cl)c(S(N)(=O)=O)c2)c(C)n1C1CC1
-3 | -1.9 | -2 | O=C(C[C@@H]1C/C=C\C[C@H](NC(=O)OCC2c3ccccc3-c3ccccc32)C(=O)OC[C@@H]2CCCN2C1=O)N[C@H](CO)Cc1ccccc1
1 | -2.0 | -7 | O=C(CN1C(=O)CSc2ccc(S(=O)(=O)N3CCCCCC3)cc21)NCCc1ccccc1
1 | 0.7 | -4 | CC(Oc1ccccc1C(N)=O)C(=O)Nc1ccc(S(=O)(=O)N2CCCC2)cc1 (centres undefined)

(cont.)
CRFR2-BP antag | CRFBP-R2 agonist | GalR3 antagonist | mol
3 | -2.7 | -3 | COc1ccc(Cl)cc1NC(=O)CN(C)C(=O)Cn1cnnn1
22 | -1.4 | -6 | CC(=O)c1ccccn1
-1 | -1.3 | -6 | O=C(O)CCCC(=O)OCCc1cc2ccccc2c(=O)o1
3 | -0.1 | -4 | O=C1NC(Cc2ccccc2)C(=O)N1Cc1ccccc1 (centres undefined)
5 | 0.4 | -1 | CC(NC(=O)CCC(=O)Nc1ccccc1O)c1ccccc1 (centres undefined)
5 | -0.2 | 0 | CCCCN(C(=O)c1ccc(S(=O)(=O)N2CCCC2)cc1)C1CCS(=O)(=O)C1 (centres undefined)
-5 | 1.0 | 2 | CCCN(CC(=O)Nc1ccccc1OC)C(=O)c1ccc(S(=O)(=O)NCc2ccco2)cc1
2 | -0.5 | -8 | CCn1cnc2c([N+](=O)[O-])c(NS(=O)(=O)c3ccc(C)cc3)ccc21
21 | -2.1 | -1 | C=CCN(c1ccccc1OC)S(=O)(=O)c1cccc(C(=O)OCC(=O)N2CC(C)OC(C)C2)c1 (centres undefined)
7 | 0.7 | -2 | CCOc1ccc(-n2c(C)c3c(C)nnc(C)c3c2C)cc1
-14 | -1.6 | -2 | CC1CCCCC1NS(=O)(=O)CCNC(=O)c1ccc2c(c1)OCO2 (centres undefined)
-6 | 0.6 | -6 | CN(C)C(CNC(=O)c1cccc(S(=O)(=O)N2CCN(c3ccc(F)cc3)CC2)c1)c1ccccc1 (centres undefined)
-4 | 2.0 | 0 | COC(=O)[C@@]1(Cc2ccccc2)[C@H]2C(=O)N(C)C(=O)[C@H]2[C@H]2CN(C)C(=NCc3ccccc3)N21
-4 | 1.0 | -5 | C=CC[C@@H](CC(=O)NCCO)C(=O)N[C@@H](C)COC(=O)[C@H](CC=C)CC(=O)OC(C)(C)C
-21 | -0.1 | -2 | O=C(CN(c1cccc(Br)c1)S(=O)(=O)c1ccccc1)N/N=C/c1cc([N+](=O)[O-])ccc1O

Next section, overlapping the part above by five compounds.
CRFR2-BP antag | CRFBP-R2 agonist | GalR3 antagonist | mol
-14 | -1.6 | -2 | CC1CCCCC1NS(=O)(=O)CCNC(=O)c1ccc2c(c1)OCO2 (centres undefined)
-6 | 0.6 | -6 | CN(C)C(CNC(=O)c1cccc(S(=O)(=O)N2CCN(c3ccc(F)cc3)CC2)c1)c1ccccc1 (centres undefined)
-4 | 2.0 | 0 | COC(=O)[C@@]1(Cc2ccccc2)[C@H]2C(=O)N(C)C(=O)[C@H]2[C@H]2CN(C)C(=NCc3ccccc3)N21
-4 | 1.0 | -5 | C=CC[C@@H](CC(=O)NCCO)C(=O)N[C@@H](C)COC(=O)[C@H](CC=C)CC(=O)OC(C)(C)C
-21 | -0.1 | -2 | O=C(CN(c1cccc(Br)c1)S(=O)(=O)c1ccccc1)N/N=C/c1cc([N+](=O)[O-])ccc1O
-5 | 0.9 | -8 | O=C(OCC(=O)c1ccc(Br)s1)c1ccc(O)cc1
2 | -0.6 | -7 | C[C@H]1CN([C@@H](C)CO)C(=O)CCCn2cc(nn2)CO[C@@H]1CN(C)S(=O)(=O)c1ccc(C#N)cc1
6 | -1.1 | -3 | Cc1ccc(C(=O)NCCCNC(=O)Cc2ccc(Cl)cc2)cn1
-14 | 5.3 | -3 | CSc1ccccc1NC(=O)CSCc1nc2sc(C)c(C)c2c(=O)[nH]1
5 | -1.1 | -3 | CCc1ccccc1OCC(=O)Nc1ccc(C)c(S(=O)(=O)N2CCCCCC2)c1
12 | -4.4 | -5 | Nc1cc2c(cc1N)-c1ccccc1C2
2 | -1.3 | -4 | O=C(COC(=O)Cc1ccc(Cl)cc1)NCc1ccc(Cl)cc1
-1 | -1.8 | -3 | O=C(CCNS(=O)(=O)c1ccc(Cl)cc1)N1CCN(c2ncccn2)CC1
10 | 2.1 | -4 | COc1cc(C(C)=O)ccc1OCC(=O)Nc1ccccc1N1CCCCC1
17 | 6.4 | -6 | COc1ccc(S[C@@H](CCN2CC[C@H](NC(=O)OCc3ccccc3)CCC2=O)c2ccccc2)cc1
4 | 0.2 | -7 | C=CC[C@@H](CC(=O)N[C@H](CO)Cc1ccccc1)C(=O)NC[C@H](OC(=O)[C@@H](CC=C)Cc1ccc(F)cc1)c1ccccc1
-11 | -0.9 | 0 | COc1ccc2nc(-c3ccccc3)cc(C(=O)OCC(=O)NC3CC3)c2c1
1 | -0.7 | -5 | CCN(C[C@H]1N[C@@](C)(C(=O)OC)[C@H]2C(=O)N(C)C(=O)[C@@H]12)C(=O)C1CCCCC1
-22 | -1.2 | -6 | CCOC(=O)C1C(=O)C(=O)N(Cc2ccccc2)C1C(=O)OCC (centres undefined)
1 | 1.8 | -4 | CCOc1ccc(CC(=O)NCCS(=O)(=O)N2CCN(c3ccccc3)CC2)cc1

Another view of 5 compounds above:
compound	CRFR2-BP antag	CRFBP-R2 agonist	GalR3 antagonist
CSc1ccccc1NC(=O)CSCc1nc2sc(C)c(C)c2c(=O)[nH]1	-14	5.3	-3
CCc1ccccc1OCC(=O)Nc1ccc(C)c(S(=O)(=O)N2CCCCCC2)c1	5	-1.1	-3
Nc1cc2c(cc1N)-c1ccccc1C2	12	-4.4	-5
O=C(COC(=O)Cc1ccc(Cl)cc1)NCc1ccc(Cl)cc1	2	-1.3	-4
O=C(CCNS(=O)(=O)c1ccc(Cl)cc1)N1CCN(c2ncccn2)CC1	-1	-1.8	-3

Screening results deposited in PubChem by several laboratories.
